S2 tox – Viability Counterscreen for Primary qHTS for Inhibitors of ATXN expression; S2 cells (HEK-293 line with an ATXN2-luciferase reporter) viability, CellTiter-Fluor protease fluorescence, 24 h; Potency, µM (doses to about 56.7 µM), actives largely listed as cytotoxic; 0.49% of 400,000 active; active means well fitted cell-killing curve with a large enough effect; inconclusive means small, poorly fitted or top-dose-only effect, or effect the other way; inactive means no such curve, though single readings can be large or run the other way; further: nearly all actives have a fitted effect of over 40% in size
Active calls of the source: *; i = inactive; ? = inconclusive; ! = not confirmed by another sample. Potency means the concentration at half of the fitted maximal effect. The list is partial; rates above refer to the full screens.

mol	S2 tox
Cn1ccc(C(=O)NCC2CCC3(CCN(Cc4cc(F)cc(F)c4)CC3)O2)n1 (stereo not given)	i
OCC1CCCN(c2nc3cc4c(cc3cc2CNCc2cccc(C(F)(F)F)c2)OCO4)C1 (stereo not given)	i
CCn1nc(C)cc1C(=O)NCC1CCC2(CCN(Cc3ccccc3F)CC2)O1 (stereo not given)	i
COCc1c(C(=O)NC2CCCCC2)cnn1-c1nccc(-c2cc(C)sc2C)n1	i
O=C(NCC1CCC2(CCN(Cc3cccn3-c3ccc(Cl)cn3)CC2)O1)c1ccccc1 (stereo not given)	i
O=C([C@@H]1C[C@@H](Sc2nc3ccccc3[nH]2)CN1CC1CCCCC1)N1CCOCC1	i
Cc1ccc(C(=O)Nc2cccc(-c3nc(CNC(=O)c4cccc(N(C)C)c4)c(C)o3)c2)s1	?
Cc1cc(-c2ccnc(-n3ncc(C(=O)N(C)Cc4nccs4)c3C)n2)c(C)s1	i
CCS(=O)(=O)Nc1cc(C(=O)N2CCC[C@H]2CO)c2c(c1)nc(-c1ccccc1)n2C	i
O=C(NCc1nnc2n1CCN(Cc1cccc(Cl)c1)CC2)c1cccc(F)c1	?
Cc1cc(-c2ccnc(-n3ncc(C(=O)NCC4CCCO4)c3C3CC3)n2)c(C)s1 (stereo not given)	i
Cc1ccc(CN2CCOc3ccc(CN4CCC(Oc5cccnc5)CC4)cc3C2)o1	i
C[C@H](CCC(=O)NCC(=O)O)[C@H]1CC[C@H]2[C@H]3[C@@H](C[C@@H](O)[C@]12C)[C@]1(C)CC[C@H](O)C[C@@H]1C[C@@H]3O	i
CCC(C)[C@H]1O[C@]2(C=C[C@@H]1C)C[C@@H]1C[C@@H](C/C=C(\C)[C@@H](O[C@H]3C[C@H](OC)[C@@H](O[C@H]4C[C@H](OC)[C@H](NC(C)=O)[C@H](C)O4)[C@H](C)O3)[C@@H](C)/C=C/C=C3\CO[C@@H]4[C@H](O)C(C)=C[C@@H](C(=O)O1)[C@]34O)O2 (stereo not given in full)	3.2µM*!
COc1ccccc1CN1CCOc2ccc(C(C)(O)CN(C)C)cc2C1 (stereo not given)	?

(list continues)
mol	S2 tox
COCC1CCCN(Cc2ccc3c(c2)CN(C(=O)c2cccnc2OC)CCO3)C1 (stereo not given)	i
CCC(=O)NCc1nc(-c2cccc(NC(=O)c3ccc(C)s3)c2)oc1C	i
COc1ccc(CN2CCCC(n3cc(C(=O)N4CCCCC4)nn3)C2)cc1OC (stereo not given)	i
C/C(=C(/CCO)SSC[C@@H]1CCCO1)N(C=O)Cc1cnc(C)nc1N	i
O=C(Nc1cccc(N2CCC(NCc3cnn(-c4cccc(F)c4)c3)CC2)c1)c1ccncc1	?
COCC(=O)Nc1cc(C(=O)N2CCCOc3c(cccc3OC)C2)c2c(c1)nc(C1CCC1)n2C	i
Cc1oc(-c2ccccc2NC(=O)c2ccccn2)nc1CNC(=O)c1ccc(Oc2ccccc2)o1	i
N[C@@H](C(=O)N[C@H]1C(=O)N2C(C(=O)O)=C(Cl)CC[C@H]12)c1ccccc1	i
CCC1(C2CCN(C(=O)c3cc4ccccc4o3)CC2)NC(=O)N(CCc2scnc2C)C1=O (stereo not given)	i
CCCCCCCCCCCCCCCC(=O)OC[C@@H](COP(=O)([O-])OCC[N+](C)(C)C)OC(=O)CCCCCCCCCCCCCCC	i
Cc1cnc(C)c(-c2cc(F)cc3c2OC(CNC(=O)c2cc(Cl)ccc2F)C3)n1 (stereo not given)	i
CN(C)c1nc(CN2CCCCC2c2cccnc2)nc2ccccc12 (stereo not given)	i
Cn1cnnc1Sc1ccc(CN2CCOc3ccc(C4=CCCCC4)cc3C2)o1	i
COC(=O)c1c(OCCN2CCCCC2)cc(=O)n2c1CCN(Cc1cccc3nccnc13)CC2	i
COC(=O)C1CCCCN1Cc1nc(N2CCCCC2)c2cc(OC)c(OC)cc2n1 (stereo not given)	i

(listing goes on)
mol	S2 tox
O=C(NCC1CCC2(CCN(Cc3cc4ccccc4o3)CC2)O1)c1ccccc1 (stereo not given)	i
CC(=O)c1ccc(-c2ccc3c4c(ccc3c2)OC(CNC(=O)C(C)N2CCOCC2)C4)s1 (stereo not given)	i
CC(CN1c2ccccc2Sc2ccc(S(=O)(=O)N(C)C)cc21)N(C)C (stereo not given)	?
O=C(c1ccco1)N(Cc1cc2cc3c(cc2nc1N1CCOCC1)CCC3)CC1CCCO1 (stereo not given)	i
COC(=O)c1ccc(CN2C[C@H](Sc3ccccn3)C[C@H]2C(=O)N(C)C)cc1	i
CC[C@H](C(=O)[C@H](C)[C@H](O)[C@H](C)CCc1ccc(C)c(O)c1C(=O)O)[C@H]1O[C@](CC)([C@@H]2CC[C@@](O)(CC)[C@H](C)O2)C[C@H]1C	11µM*
COc1ccc(OC)c(-c2cc(Cl)c3c(c2)CC(CNC(=O)c2coc4c2C(=O)CCC4)O3)c1 (stereo not given)	i
COc1ccccc1-c1ccnc(-n2ncc(C(=O)N[C@H]3CCCCNC3=O)c2C2CC2)n1	i
CCn1c(-c2ccccc2F)nc2cc(NC(C)=O)cc(C(=O)N(C)Cc3c(C)nc4ccccn34)c21	i
Cc1c(CN2CCOc3ccc(C(C)(O)COc4ccccc4)cc3C2)cnn1C (stereo not given)	?
Cc1ccc2c(c1)CN(CCNC(=O)c1n[nH]c3c1CCCC3)CC(C)O2 (stereo not given)	i
CC(C)C(NS(C)(=O)=O)c1nnc2n1CCN(Cc1ccc(Cl)cc1)CC2 (stereo not given)	i
COc1ccc2ccccc2c1CN1CCC2(CCC(CNC(=O)c3ccccc3)O2)CC1 (stereo not given)	?
COCCCNC(=O)c1cnn(-c2ncc3c(n2)-c2ccccc2CCC3)c1C	i
COc1ccc(-c2nc3cc(F)ccc3cc2CN(C(=O)c2ccc3c(c2)OCO3)C2CC2)cc1	i

Some of the entries so far, field by field.
> Cc1c(CN2CCOc3ccc(C(C)(O)COc4ccccc4)cc3C2)cnn1C (stereo not given)
  S2 tox = ?

> Cc1ccc2c(c1)CN(CCNC(=O)c1n[nH]c3c1CCCC3)CC(C)O2 (stereo not given)
  S2 tox = i

Further entries follow.
mol	S2 tox
CC(C)C(NS(C)(=O)=O)c1nnc2n1CCN(Cc1ccc3cccnc3c1)CC2 (stereo not given)	i
Cc1cnc(C)c(-c2cc(F)cc3c2OC(CNC(=O)CN2CCCC2)C3)n1 (stereo not given)	i
CC(C)(O)C#Cc1ccc(C(=O)NCCN2Cc3ccccc3OC(c3ccccc3F)C2)o1 (stereo not given)	?
CN[C@@H]1[C@@H](O[C@H]2O[C@H](CO)[C@@H](N)[C@H](O)[C@H]2O)O[C@H]2C[C@@H](N)[C@@H](O[C@H]3[C@H](O)[C@@H](O)[C@H](N)C[C@@H]3N)O[C@@H]2[C@@H]1O	i
C[C@@H](CCc1ccc(O)cc1)NCCc1ccc(O)c(O)c1	i
Cc1cc(C(=O)NCC2Cc3cccc(-c4cncnc4)c3O2)c(C)o1 (stereo not given)	i
COc1cc(=O)n2c(c1C(=O)N(C)Cc1ccsc1)CCN(Cc1cnn(C)c1C)CC2	i
COc1cccc(-c2nc3cc(SC)ccc3cc2CN(C(=O)c2sccc2C)C2CC2)c1	i
O=C(Cn1cc2ccccc2n1)N1CCOc2ccc(C(O)C3CCCCC3)cc2C1 (stereo not given)	?
NCCC[C@H](N)CC(=O)N[C@H]1CNC(=O)[C@@H]([C@@H]2C[C@H](O)N=C(N)N2)NC(=O)/C(=C/NC(N)=O)NC(=O)[C@@H](CO)NC(=O)[C@@H](CO)NC1=O	i
CCn1c(-c2ccccc2F)nc2cc(NC(C)=O)cc(C(=O)N(C)Cc3cn(C)nc3C)c21	i
O=C(c1ccc(F)c(F)c1)N1CCOc2ccc(CN3CCN(Cc4ccccn4)CC3)cc2C1	i
c1ccc2c3c([nH]c2c1)[C@@H]1[C@H]2CC[C@H]([C@H]4CCCN[C@H]42)N1CC3	?
C=CC1=C(C(=O)O)N2C(=O)[C@@H](NC(=O)/C(=N/OCC(=O)O)c3csc(N)n3)[C@H]2SC1 (stereo in doubt)	i
O=C(NCc1nnc2n1CCN(Cc1ccc(C(F)(F)F)cc1)CC2)c1cccc(F)c1	i

Going on with the list.
mol	S2 tox
CC(C)Cc1nc2cc(NS(=O)(=O)N(C)C)cc(C(=O)N3CCc4ccccc4C3)c2n1C	i
CC1CN(CCC(=O)N2CCCC(C(=O)c3nccn3C)C2)Cc2cc(Cl)ccc2O1 (stereo not given)	i
COc1ccc2c(c1)CCc1cnc(-n3ncc(C(=O)NC4CCOC4)c3C3CC3)nc1-2 (stereo not given)	?
COC(=O)C1CCN(Cc2ccc3c(c2)CN(C(=O)c2cc(C)on2)CCO3)CC1	i
Cc1ccc(CN2CCOc3ccc(CN4CCC(O)(c5cccnc5)CC4)cc3C2)cc1C	i
COCCN1CCN(C(=O)c2cnn(-c3nccc(-c4ccco4)n3)c2C2CC2)CC1	i
COc1ccccc1C1CN(CC(=O)NCC2OCCc3ccccc32)Cc2ccccc2O1 (stereo not given)	?
COc1ccc(C(=O)NCC2Cc3cc(C)cc(-c4nc5ccccc5s4)c3O2)c(OC)c1OC (stereo not given)	i
O=C(NCCc1nnc2n1CCN(Cc1ccccn1)CC2)c1ccc(F)cc1	i
COc1ccccc1CN1CCCC(n2cc(C(=O)N3CCCC3)nn2)C1 (stereo not given)	i
NC(N)=NCCCCN=C(N)N	i
CCC1CN(CCNC(=O)c2cc(C)nn2CC)Cc2cc(OC)ccc2O1 (stereo not given)	i
NCCCNCCCCNC(=O)C(O)NC(=O)CCCCCCN=C(N)N (stereo not given)	i
Cc1cccc(CNC(=O)c2cnn(-c3nccc(-c4ccccc4F)n3)c2C)n1	i
COCCCNc1ncnc2sc(C(=O)N3CCOCC3)c(C)c12	i

Arranged by formula weight (largest number first): part of the list above
mol	S2 tox
COc1ccc(C(=O)NCC2Cc3cc(C)cc(-c4nc5ccccc5s4)c3O2)c(OC)c1OC (stereo not given)	i
CC(C)Cc1nc2cc(NS(=O)(=O)N(C)C)cc(C(=O)N3CCc4ccccc4C3)c2n1C	i
COCCCNc1ncnc2sc(C(=O)N3CCOCC3)c(C)c12	i

New compounds follow.
mol	S2 tox
COc1ccc2c(c1)OC(C)CN(CCNC(=O)C1CCOC1)C2 (stereo not given)	i
Cc1ncoc1C(=O)N1CCOc2ccc(CN3CCC(Oc4cccnc4)CC3)cc2C1	i
O=C(Nc1cc(C(=O)N2CCN(CCO)CC2)c2c(c1)ncn2C1CCCC1)c1ccccc1	i
CCC(O)CNC(=O)c1cnn(-c2ncc3c(n2)-c2ccc(OC)cc2CC3)c1C1CC1 (stereo not given)	i
COc1cccc(CN2C(=O)NC(C)(C3CCN(Cc4ccc(C)o4)CC3)C2=O)c1OC (stereo not given)	i
CC#CCC(C)[C@H](O)/C=C/[C@@H]1[C@H]2C/C(=C/CCCC(=O)O)C[C@H]2C[C@H]1O (stereo not given in full)	i
CN(C)c1ccc(CN2CCOc3ccc(CN4CCC(O)(c5cccnc5)CC4)cc3C2)cc1	?
COC(=O)c1ccccc1-c1cc(C)cc2c1OC(CNC(=O)c1cc(C)n(C)n1)C2 (stereo not given)	i
CCCCCCCCN[C@@H](C)[C@H](O)c1ccc(SC(C)C)cc1	i
CC(=O)c1ccc(C(=O)N2CCc3c(cnc(C)c3CNC(=O)c3ccc4c(c3)OCO4)C2)s1	?
COC(=O)c1ccccc1C(=O)N1CCOc2ccc(CN3CCN(c4ccccn4)CC3)cc2C1	i
COCC1CCCN(Cc2ccc3c(c2)CN(C(=O)c2sc(C)nc2C)CCO3)C1 (stereo not given)	i
Cc1ncc2c(c1CNC(=O)c1ccccc1F)CCN(C(=O)c1ccccc1-n1cccn1)C2	i
Cc1ncc2c(c1CNC(=O)c1ccccc1F)CCN(C(=O)c1csc(-c3cccs3)n1)C2	i
COC(=O)c1ccc(CN2CCC3(CCC(CNC(=O)c4ccccc4)O3)CC2)cc1 (stereo not given)	i

The results go on.
mol	S2 tox
Cc1nc2ccccc2nc1CN1CCOc2ccc(C(C)(O)COc3ccccc3)cc2C1 (stereo not given)	i
COc1ccccc1C(=O)N[C@@H]1c2ccccc2C2(CCN(Cc3cnn(C)c3C)CC2)[C@H]1O	i
CO[C@H]1[C@H](NC(=O)C(C)C)c2ccccc2C12CCN(Cc1c(C)nn(C)c1Cl)CC2	i
COC(=O)[C@@H]1CCCN1Cc1ccc2c(c1)CN(Cc1ccc3c(c1)CCO3)CCO2	i
COCCNC(=O)c1cn(C2CCN(C3CCCC3)CC2)nn1	i
Cc1c(C(=O)NCC2(N3CCOCC3)CCCC2)cnn1-c1nccc(-c2ccccc2F)n1	i
O=C(c1ccc2[nH]ccc2c1)N1CCOc2ccc(CN3CCN(c4ccccn4)CC3)cc2C1	i
COc1ccc2c(c1)OC(C)CN(CCNC(=O)c1cc3cc(F)ccc3[nH]1)C2 (stereo not given)	i
CCN(Cc1ccncc1)Cc1ccc2c(c1)CN(C(=O)c1ccccc1-n1cccn1)CCO2	i
CN(C)C(=O)c1cc(CNCc2ccc(C(F)(F)F)cc2)cc(NC(=O)c2ccccn2)c1	i
Cc1ccc(-c2ccnc(-n3ncc(C(=O)NC[C@@H]4CCCN5CCCC[C@H]45)c3C3CC3)n2)o1	i
CCN(CC)C1CCN(C(=O)c2cnn(-c3ncc4c(n3)-c3ccccc3CCC4)c2COC)C1 (stereo not given)	i
C#C[C@@]1(O)CC[C@@H]2[C@@H]3CCC4=CC(=O)CC[C@@H]4[C@H]3CC[C@]21C	i
COc1cc(C)c(CN2CCOc3ccc(C(O)c4cccnc4)cc3C2)cc1C (stereo not given)	i
COC(=O)[C@@H]1CCCN1Cc1ccc2c(c1)CN(Cc1nccs1)CCO2	i
